DYRK1A inh: rat Dyrk1A kinase inhibitors, primary screen, biochemical, single point, plate reader; ADP-Glo luminescence, NFATc1 peptide; inhibition, % at 12.5 µM; 310,000 tested, 0.43% active; in the data active = inhibition above about 50%;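 also: plate controls were vehicle with enzyme for no effect and no enzyme for full effect; many of its hits are not listed in these tables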
GSK3B inh: human GSK3beta kinase inhibitors, primary screen, biochemical, cell-free homogeneous, HTS | Glycogen synthase kinase-3 beta (Homo sapiens), P49841 | GST-GSK3beta kinase, ADP-Glo luminescence, 60 min; stronger effect = lower value | activity score (negative = inhibition), % at 10 µM | 300,000 tested, 0.038% active | AID 2097, 2009;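 active = more than half of replicate wells score below -50%, meaning over 50% inhibition versus plate controls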;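 also: 0% = median DMSO wells and -100% = median GW8510 positive control wells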
Target sequence (P49841 whole entry, looked up): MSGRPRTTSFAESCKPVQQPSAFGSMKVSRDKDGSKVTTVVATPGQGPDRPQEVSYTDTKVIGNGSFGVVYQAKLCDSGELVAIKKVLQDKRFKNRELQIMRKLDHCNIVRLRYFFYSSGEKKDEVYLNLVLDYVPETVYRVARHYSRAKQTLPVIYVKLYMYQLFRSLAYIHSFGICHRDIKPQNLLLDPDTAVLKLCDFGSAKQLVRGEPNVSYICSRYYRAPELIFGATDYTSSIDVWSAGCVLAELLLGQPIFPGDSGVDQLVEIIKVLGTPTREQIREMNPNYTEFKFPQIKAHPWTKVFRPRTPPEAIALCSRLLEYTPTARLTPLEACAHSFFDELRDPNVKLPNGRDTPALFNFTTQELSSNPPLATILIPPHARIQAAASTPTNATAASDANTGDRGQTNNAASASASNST
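Test system: GST-tagged human GSK3beta kinase, cell-free; evaluation: activity score scaled between in-plate DMSO and GW8510 controls; measured by: ADP-Glo luminescence; incubation: 60 min reaction, RT; benchmarks: DMSO and 20 µM GW8510; reagent: peptide substrate plus 25 µM ATP (final); medium: Tris/MgCl2 kinase buffer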
KLF5 inhibitor: KLF5 expression inhibitors, primary screen, DLD-1 cells, luminescence | 290,000 tested, 0.23% active | inhibition, % at 5 µM | DLD-1 KLF5 promoter-luciferase reporter;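 active = inhibition above a per-plate limit of that plate's mean compound inhibition plus 3 SD, cut at about 60% in these data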;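 also: 0% = DMSO wells and 100% = LY294002 at 200 µM; higher means less KLF5 promoter-driven luciferase light; inactives centre near -14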
IEC-6 cytotox: cytotoxicity in IEC-6 intestinal epithelial cells, primary screen, cytotoxicity control for KLF5 inhibitor project, cell-based, luminescence; IEC-6 cytotoxicity, luminescence viability; inhibition, % at 5 µM; 290,000 tested, 0.78% active; AID 1825, 2009; in the data active = inhibition above about 22%;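 also: 0% = plate median of test compound wells and 100% = cytotoxic reference compound wells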
HSF1 activator: HSF-1 activators, primary screen, NIH3T3-HGL cells, MG132 stress, luminescence, single point | NIH3T3-HGL HSF-1 luciferase reporter, 8 h; 100% = twice DMSO control signal | activation, % at 9 µM | 300,000 tested, 1.7% active;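 active = mean replicate activation of at least 50% with a set share of replicates each reaching 50%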;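 also: 0% = median of the neutral control wells and 100% = twice that signal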
aSyn 5UTR inh: MLPCN primary screen, SNCA 5' untranslated region. AID 1813, 2009. alpha-synuclein 5'UTR reporter, inhibitor activity. inhibition, % (tested at 7.5 µM). 300,000 tested, 0.82% active; in the data active = inhibition above about 60%;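 also: H4 neuroglioblastoma cells stably carrying SNCA 5'UTR luciferase fusion; 0% = DMSO wells and 100% = positive control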
Platelet DG rel: inhibitors of platelet dense granule secretion, primary screen, cell-based, MLPCN, human platelets; human platelet-rich plasma, SFLLRN dense granule ATP release, luminescence; inhibition, %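 (compounds screened at 7.5 µM in platelet-rich plasma)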; 300,000 tested, 0.22% active; AID 1663, 2009;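 active = mean replicate score, as percent of positive control, at or above 50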
HSF1 inh: HSF1 inhibitors in luciferase reporter cells, primary screen, cell-based, NIH3T3, luminescence. NIH3T3-HGL HSE-luciferase, MG132-induced, luminescence 8 h; stronger effect = lower value. 300,000 tested, 0.77% active. activity change, negative = inhibition, % at 7.5 µM (by protocol). AID 2098, 2009;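 active = more than half of replicate wells show activity change below -50%, luminescence cut by over half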;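 also: luciferase reports HSF-1 transcriptional activity via heat shock element; 0% = median of DMSO wells and -100% = zero luminescence signal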
GSK3 alpha inh: blockers of GSK3A enzyme activity – biochemical, luminescence, cell-free homogeneous, HTS, primary screen; 320,000 tested, 0.1% active; GSK-3 alpha kinase, ADP-Glo luminescence, 60 min; inhibition, % at 10 µM;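 in the data active = inhibition above about 50%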;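 also: GST-tagged GSK-3 alpha with peptide substrate and 25 µM ATP; 0% = DMSO neutral wells and 100% = GW8510 positive control wells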
Target sequence (P49840 whole entry, looked up): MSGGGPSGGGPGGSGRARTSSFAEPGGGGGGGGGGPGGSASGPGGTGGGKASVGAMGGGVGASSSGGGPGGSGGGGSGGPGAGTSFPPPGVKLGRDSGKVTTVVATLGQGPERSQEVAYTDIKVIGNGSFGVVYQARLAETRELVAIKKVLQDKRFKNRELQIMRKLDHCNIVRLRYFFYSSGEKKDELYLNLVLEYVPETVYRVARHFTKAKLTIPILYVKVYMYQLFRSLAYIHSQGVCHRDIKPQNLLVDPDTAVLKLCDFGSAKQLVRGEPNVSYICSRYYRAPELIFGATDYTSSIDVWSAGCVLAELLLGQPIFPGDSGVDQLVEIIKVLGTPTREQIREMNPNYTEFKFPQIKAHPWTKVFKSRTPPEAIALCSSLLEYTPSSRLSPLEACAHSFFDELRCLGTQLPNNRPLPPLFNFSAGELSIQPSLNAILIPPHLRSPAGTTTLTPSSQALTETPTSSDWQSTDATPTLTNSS
HSP90 inh: HSP90 inhibitors, primary screen, cell lysate, luminescence | Heat shock protein HSP 90 (rabbit reticulocyte lysate; luciferase refolding) | 290,000 tested, 0.91% active | inhibition, % at 5.6 µM | Rabbit reticulocyte lysate, luciferase refolding luminescence, 3 h | AID 1789, 2009;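 active = inhibition above the screen-wide mean plus 3 SD, computed separately per campaign, cut at about 16% in these data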;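 also: 0% = DMSO wells and 100% = 60 µM geldanamycin wells; inhibitors lower the luminescence because luciferase stays unfolded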
Active calls of the source: *; nt = not tested or not shown. These rows are one share of the data, so the mix of outcomes need not match the whole.

Screens in order: Platelet DG rel, aSyn 5UTR inh, HSF1 inh, GSK3 alpha inh, HSF1 activator, DYRK1A inh, HSP90 inh, KLF5 inhibitor, IEC-6 cytotox, GSK3B inh
- Cc1nn2c3c(cnc2c1-c1ccccc1)C(=O)CC(c1ccccc1)C3 (stereo not drawn)
    7, 29, -3, 0, -11, 3, 0, -14, -7, -2
- CCC(=O)NC(=S)Nc1ccc(NC(=O)c2ccco2)cc1
    3, -86, 3, -2, 11, 0, 2, -71, 6, -2
- COc1ccc(Oc2ccc(C(F)(F)F)cc2N)cc1
    -5, -68, -3, -1, 1, nt, -4, -32, -6, -6
- Cc1sc(NC(=O)/C=C/c2ccc3c(c2)OCO3)nc1-c1ccccc1
    13, 39, 3, -7, 6, 9, -1, 54, -5, -1
- CN(C)S(=O)(=O)c1ccc(C(=O)Nc2cccc(S(=O)(=O)NC3=NCCC3)c2)cc1
    -2, -3, -18, 0, -22, -2, 1, -3, 2, 0
- Cc1ccc(CN2CCN(/N=C/c3cc(Br)ccc3F)CC2)cc1
    5, 11, -11, -3, 10, -2, -1, -45, -1, nt
- COc1ccc(C(OC(=O)c2ccco2)C(=O)NCC2CCCO2)cc1 (stereo not drawn)
    1, 8, -3, -1, 4, 6, -2, -11, -2, -1
- COc1ccccc1CNC(=O)C1CC(c2ccccc2F)=NO1 (stereo not drawn)
    -12, -4, 10, -6, 10, 1, nt, nt, nt, 2
- O=c1nc2s/c(=C\c3ccco3)c(=O)n2nc1Cc1ccccc1
    9, -7, -6, -3, -1, -8, 0, -9, -14, 6
- O=C(Nc1nc(-c2cccc(Br)c2)cs1)Oc1ccccc1
    0, -101, -7, -7, 0, -7, 1, -33, 6, 0
- CCN(CC)CCOC(=O)c1ccc(NC(=O)c2cccc(C)c2[N+](=O)[O-])cc1
    -15, -22, 6, 8, 22, 0, 2, -13, 0, 0
- Cc1ccc(OCc2nc3ccccc3[nH]2)cc1
    -2, -31, 11, -2, -2, 4, 15, -45, 5, 1
- Cc1cc(OCC(=O)NCC(c2cccs2)N2CCOCC2)ccc1C(C)C (stereo not drawn)
    -3, -2, 2, -1, 5, 15, nt, nt, nt, 7
- Cc1ccc(NC(=O)CCNS(=O)(=O)c2cccc3nsnc23)cc1F
    0, -14, 6, 1, 1, -8, -2, 5, 3, -2
- O=C(Nc1ccc([N+](=O)[O-])cc1)Nc1ccc(Cl)cc1F
    0, -43, 4, -5, 4, 1, -4, -5, 10, 4
- CS(=O)(=O)Nc1ccccc1C(=O)NCC1(N2CCCCC2)CCCCC1
    -2, 9, 2, -1, 9, -1, -4, -5, 4, 1
- Cc1cc(SCC(=O)c2ccc(Cl)cc2)nc(=O)[nH]1
    2, -46, 11, 0, 11, nt, 5, -130, -9, 0
- CC(=O)c1cccc(OCC(=O)c2cc(C)n(-c3cc(C)on3)c2C)c1
    5, -4, 0, -1, -15, 13, 1, -13, -3, 6
- CC(=O)c1cc2c(cc1NC(=O)CCc1ccccc1)OCO2
    4, -14, 5, 0, 1, -3, 5, 7, 6, 2
- COCCCC1CCN(Cc2nc(-c3ccccc3)no2)CC1
    5, -54, 3, -3, 11, 4, 3, -18, -4, 3
- CCN(CC)C(=O)CCCSc1nnc(Nc2ccccc2F)s1
    10, -75, 16, 1, 42, -2, -3, -76, -3, -4
- O=C(NC(Nc1ncc(S(=O)(=O)c2ccc([N+](=O)[O-])cc2)s1)(C(F)(F)F)C(F)(F)F)c1ccc(Cl)cc1
    3, 73*, -4, -4, 11, -14, 2, 11, -4, 2
- CC(=O)Nc1ccc(SC[C@H](c2ccccc2)N2CCN(CCc3ccccc3)CCC2=O)cc1
    -1, 1, 2, 4, -10, nt, nt, nt, nt, -2
- CCOC(=O)N1CCN(CC(=O)Nc2ccc(C)cc2)CC1
    8, -3, -4, -2, -3, 0, -2, -12, 2, -1
- Cc1ccc2c(COC(=O)CNC(=O)c3ccccc3)cc(=O)oc2c1
    10, -61, -4, 5, -8, 4, -3, -35, 1, 9
- Cc1ccc(CNC(=O)C2CCCN(S(=O)(=O)c3ccc(-n4cnnn4)cc3)C2)cc1 (stereo not drawn)
    -2, -1, -2, -1, 8, -2, 4, -24, -4, -5
- N#Cc1ccc(CSc2nnc(-c3ccncc3)n2CCc2ccccc2)cc1
    0, 7, 5, -2, 25, -1, 5, -8, -1, -2
- N#Cc1cc(C(=O)c2ccccc2O)cn(-c2ccc(Cl)cc2)c1=O
    0, -2, -1, 1, 8, -3, -2, 0, 1, 1
- CCCN1CCN(C(=O)c2oc3c(Cl)cccc3c2C)CC1
    1, 8, -6, -2, -7, 5, -2, 6, 2, nt
- Cc1nn2c(=O)c(NC(=O)c3ccc(F)cc3)cnc2s1
    -2, -51, -5, -1, 2, 0, 4, -33, -3, 1
- COc1ccc(NC(=O)CCCNC(=O)Cn2cnc3sc(C)c(C)c3c2=O)cc1Cl
    -3, -4, 3, -1, 1, -5, -6, -27, -2, -2
- Cc1csc2sc(-c3ccnc(SCC(=O)NCc4ccccc4)n3)c(C)c12
    13, 15, -19, -2, -5, -7, -2, 52, 74*, 18
- O=C(CN1C2=NCCN2c2ccccc21)c1ccc2c(c1)OCO2
    -1, -30, 4, 0, -8, -7, -2, -5, -7, -1
- O=C(O)c1ccc(Nc2cccc(F)c2)c([N+](=O)[O-])c1
    9, 17, -16, 1, -32, -2, -2, -64, -6, 4
- CC(=O)N1CCC2(CC1)C(C#N)=C(N)Oc1n[nH]c(C(F)(F)F)c12
    -8, 3, -2, 5, 4, 9, 7, -16, -5, -11
- O=C(Nc1ccc(N2CCOCC2)cc1)c1cc2ccccc2o1
    8, -110, 31, -2, 46, 6, 9, -101, 4, 4
- CC(=O)N/C(=C\c1ccccc1)C(=O)OC(C)C(=O)c1ccccc1 (stereo not drawn)
    -1, -15, 0, -2, -11, 10, nt, nt, nt, 3
- O=C(CSc1ccccc1)NC(=O)NCc1ccccc1
    7, -10, 7, -2, 4, -8, -1, -37, 4, -1
- O=C(Nc1nnc(SCC(=O)N2CCCCC2)s1)c1ccccc1F
    15, -15, -4, -5, 26, 3, -1, -25, 0, 0
- COc1ccc(Br)c(C(=O)N2CCN(S(=O)(=O)/C=C/c3ccccc3)CC2)c1
    5, -10, 11, -2, 46, nt, 0, 11, -4, 1
- COc1ccc(OC)c2[nH]c(=O)c(CCNS(=O)(=O)c3ccc(C)cc3)cc12
    2, -6, -6, -2, -7, 3, 0, -5, 0, 0
- CC(C)Cc1nnc(NS(C)(=O)=O)s1
    1, 17, 3, -3, -3, 5, 0, 1, -4, 1
- COC(=O)Cn1cc(C(=O)c2cccs2)c2ccccc21
    2, 13, -2, -1, 1, 9, 1, -16, -2, 3
- C=C(C)COc1ccc(-c2n[nH]c(C)c2Oc2ccccc2OC)c(O)c1
    -5, -23, 0, -2, 2, 5, 0, -1, 6, 1
- COCCn1c(SCC(=O)c2ccc3c(c2)OCCO3)nnc1-c1ccoc1C
    0, -1, -6, 1, -15, 13, 0, -8, -3, 3
- Cc1ccc(CNC(=O)c2cn(C3CCCC3)c(=O)c3c2c2ccccc2n3C)o1
    9, -17, 3, 1, 12, nt, 2, -10, 1, -2
- CCCCCn1nnc2c(=O)oc3ccccc3c21
    -1, 4, -2, -1, 20, -1, -2, -7, 0, -2
- O=C(NCc1ccc(F)cc1)C1CCC(CNS(=O)(=O)c2cccs2)CC1 (stereo not drawn)
    -2, 20, 2, 0, -9, -4, -2, 6, -2, -3
- CN1CCN(C(=O)C2=C[C@H](c3ccc4c(c3)OCO4)C[C@H](OCCCCO)O2)CC1
    -1, 14, 2, 1, 24, 16, nt, nt, nt, -1
- COC(=O)C1CCN(C(=O)C2CCC(=O)N(CCc3cccc(F)c3)C2)CC1 (stereo not drawn)
    -1, 5, 6, -1, -8, 5, 1, -15, -4, 0
- COc1ccc(CN2CCN(CC(O)Cn3c4ccccc4c4ccccc43)CC2)cc1 (stereo not drawn)
    0, 8, 3, nt, 0, 2, -1, -21, -12, 1
- Cc1ccc(-c2nn(CC(=O)Nc3cccnc3)c(=O)c3ccccc23)cc1
    1, 19, 6, nt, -2, 9, 4, -17, -2, 1
- Cc1cccc(C)c1-n1c(=O)n(Cc2ccccc2)c(=O)c2[nH]cnc21
    -7, -8, 0, -1, -7, 2, 1, -1, 0, -5
- Cc1cc(Cl)ccc1OCC(=O)Nc1nc(-c2cccs2)cs1
    -1, -2, 3, -6, 27, -8, -1, -31, -3, -2
- O=C1NCC(O)=C1C=NCCCO
    0, 21, 0, 0, 13, -7, -5, -2, -5, 6
- c1ccc(C2CC(c3ccccc3)C(c3ccccc3)N2)cc1 (stereo not drawn)
    -13, 10, 11, -1, 27, 4, 7, -41, -5, 0
- Cc1occc1C(=O)N/N=C/c1ccc(-c2ccccc2)cc1
    93*, -29, 6, 10, 34, 5, 45*, -15, 28*, -9
- CC(=C/c1ccccc1)/C=N/NC(=O)c1cc(C)oc1C
    6, -125, 23, -2, 32, -7, 2, -28, 1, 1
- Cc1[nH]c(=O)[nH]c(=O)c1S(=O)(=O)N1CCOCC1
    6, 18, 1, -1, 7, -9, 1, -29, 1, 1

From PubChem BioAssay
